# FBPA coupling cs: coupling enzyme interference in Giardia aldolase counter-screen. coupling enzyme system counterscreen, AmpLite Red fluorescence. activity change, negative = inhibition, % at 58.2 µM, hits read low. hit rate 0.67% among 290,000. AID 2472; in the data active means activity change below about -30%; further: on the % scale 0 is the no-effect control and ±100 the full control effect
#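 Counterscreen of the coupled detection system alone, without aldolase: glyceraldehyde-3-phosphate coupling enzymes plus AmpLite Red readout. Compounds at 57.5 uM final, 10 min RT preincubation, 20 min RT reaction, fluorescence 525/598 nm.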
# TRPV1 agonist: agonists of human vanilloid receptor 1 (TRPV1). Q8NER1. activation, % at 8.33 µM. TRPV1-expressing cells, Fluo-8 calcium influx, agonist mode. hit rate 0.19% among 320,000; in the data active means activation above about 80%; inconclusive means between about 30% and that limit; further: 0% is about no effect
#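 Cells expressing TRPV1 were dye-loaded with Fluo-8 and read kinetically: 10 s baseline, 3 min after compound (agonist portion), then 2 min after EC20 capsaicin (allosteric enhancer portion). Calcium-bound dye fluorescence at 480/520 nm.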
# KCNH2 WT inh: KCNH2 (human, wildtype) channel inhibition; U2OS, BacMam KCNH2, thallium flux FluxOr; active compounds read low; activity change, % at 1.84 µM; Q12809; AID 720551; hit rate 0.37% among 340,000;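 active means maximum activity change below -70%; inconclusive means maximum activity change between -70% and -50%; inactive means maximum activity change above -50%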; further: on the % scale 0 is the no-effect control and ±100 the full control effect
#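 U2OS cells were transduced with wild-type KCNH2 virus (2.03 x 10^8 / mL) for 4 h at room temperature, then cultured overnight at 37 C. Thallium flux was read with FluxOr dye. Rate constants were normalized to DMSO controls.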
# Menin-MLL TR inh: displaces Texas Red mutant MLL peptide from human menin; Potency, µM (highest dose often 61.6 µM), inactives show at the top dose FP activity change, negative = inhibition, hits mostly inhibitors; hit rate 0.23% among 270,000; AID 1768; O00255; Menin + Texas Red MLL mutant peptide, fluorescence polarization; active means well fitted inhibition curve with a large enough effect in the polarisation, with a control signal flat, not every such curve was filed as active; inconclusive means small, poorly fitted or top-dose-only effect, or effect the other way, or a change in a side signal; inactive means no such curve, though single readings can be large or run the other way; the % refers to the polarisation; further: potency means the concentration at half of the fitted maximal effect; % of control where 0% means no effect; many of its hits are not listed in these tables
# KCNH2 3.1 inh: KCNH2 3.1 (human) potassium channel inhibition | U2OS KCNH2 3.1, thallium flux FluxOr; active compounds read low | activity change, % (tested at about 1.8 µM) | hit rate 0.95% among 340,000;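 active means maximum activity change below -70%; inconclusive means maximum activity change from -70% to -50%; inactive means maximum activity change above -50%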;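 further: thallium influx rate constant from kinetic fluorescence after stimulation buffer; on the % scale 0 is the no-effect control and ±100 the full control effect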
#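 FluxOr-based Tl+ influx in U2OS cells transduced with KCNH2 3.1 virus; rate constants normalized to DMSO controls.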
# Giardia killer: Giardia lamblia killing. activity change, % at 7.66 µM, hits read low. Giardia lamblia trophozoite viability. AID 540267. hit rate 0.15% among 340,000; in the data active means activity change below about -80%; inconclusive means between about -30% and that limit;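 further: parasites exposed to compound for two days anaerobically before the ATP read; on the % scale 0 is the no-effect control and ±100 the full control effect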
#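 Each well holds 100 Giardia trophozoites and compound. After two days (48 hrs) at 37 deg C in anaerobic conditions, ATP is quantified by luminescence.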
# PKM2 activator: PKM2 (human) enzyme activation; P14618; hit rate 0.34% among 260,000; purified PKM2, Kinase-Glo ATP luminescence, activation; response scale: 0% is enzyme alone, no compound; Potency, µM (highest dose often 57.5 µM), inactives show top-dose activation, most hits filed as activators; further: potency means the concentration at half of the fitted maximal effect; on the % scale 0 is the no-effect control and ±100 the full control effect; nearly all actives have a fitted effect of over 55% in size
#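 hPK-M2, >95% pure; 0.1 mM ADP / 0.5 mM PEP final; imidazole pH7.2 buffer w/ 7 mM MgCl2, 50 mM KCl; 1 h RT; Kinase-Glo lum. Intermediate enzyme activity for dual inhibitor/activator qHTS.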
# GALK inhibitor: galactokinase (human) inhibition; Potency, µM (top dose mostly 57.5 µM), for the others: at the top dose activity change, negative = inhibition, most hits filed as inhibitors; P51570; Purified GALK, Kinase-Glo residual ATP luminescence; hit rate 0.007% among 270,000; further: potency means the concentration at half of the fitted maximal effect; on the % scale 0 is the no-effect control and ±100 the full control effect
# Target sequence (P51570 whole entry, looked up): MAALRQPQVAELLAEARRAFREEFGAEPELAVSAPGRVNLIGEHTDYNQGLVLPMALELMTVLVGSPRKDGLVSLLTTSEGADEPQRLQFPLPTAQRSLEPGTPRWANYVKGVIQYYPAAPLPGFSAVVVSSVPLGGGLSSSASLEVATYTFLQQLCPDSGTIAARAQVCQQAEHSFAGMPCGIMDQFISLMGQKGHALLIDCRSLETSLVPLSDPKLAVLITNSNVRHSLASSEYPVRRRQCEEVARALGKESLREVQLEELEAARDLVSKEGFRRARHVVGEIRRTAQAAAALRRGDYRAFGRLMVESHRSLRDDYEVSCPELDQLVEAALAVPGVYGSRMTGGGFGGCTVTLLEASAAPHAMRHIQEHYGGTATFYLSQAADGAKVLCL
#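 The enzyme phosphorylates galactose (100 uM) using ATP (35 uM); inhibition is detected as higher residual ATP, quantified by bioluminescence after 1 h reaction at room temperature, pH 8.0.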
# CXXC DNA block: inhibitors of human MLL CXXC domain-DNA interaction; AID 2662; Q03164; hit rate 0.037% among 290,000; MLL-CXXC / FITC-HOXA9 DNA fluorescence polarization; Potency, µM (titrated, usually from 115 µM), for inactives: at the top dose activity change, negative = inhibition, hits mostly inhibitors; active means well fitted inhibition curve with a large enough effect in the polarisation, with a control signal flat, not every such curve was filed as active; inconclusive means small, poorly fitted or top-dose-only effect, or effect the other way, or a change in a side signal; inactive means no such curve, though single readings can be large or run the other way; the % refers to the polarisation; further: potency means the concentration at half of the fitted maximal effect
#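 Fluorescence polarization: 7 uM MLL-CXXC (stock) preincubated 5 min with compounds, then 50 nM fluorescein-HOX-A9 DNA (stock) added; 30 min ambient. Buffer 50 mM Tris-HCl pH 7.5, 50 mM NaCl, 1 mM DTT, 0.05% BSA.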
# USP2a block: USP2a (human) protease inhibition; O75604; USP2 core, Ub-CHOP2 coupled fluorogenic reporter, 485/531; Potency, µM (series often up to 38.3 µM), inactives show at the highest dose activity change, negative = inhibition, most hits filed as inhibitors; hit rate 0.01% among 330,000; AID 463254;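 further: potency means the concentration at half of the fitted maximal effect; plate controls were DMSO wells for no effect and full inhibition by NEM control for full effect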
#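 USP2 core (10nM final) preincubated 30min RT with compound in 20mM Tris-HCl pH 8.0, 2mM CaCl2, 2mM beta-mercaptoethanol, 0.05% CHAPS; 25nM Ub-CHOP2 plus 25nM reporter substrate added, fluorescence (Ex485/Em531) read after 60min.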
# B2AR arrestin: recruits beta-arrestin to the human beta2-adrenergic receptor. P07550. beta-arrestin recruitment to beta2AR, cell-based reporter. Potency, µM (doses to about 46.1 µM), without a hit: at the highest dose activation, most hits filed as activators. hit rate 0.02% among 330,000;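 further: potency means the concentration at half of the fitted maximal effect; 0% = DMSO controls and full agonism = EC100 isoproterenol or metaproterenol; nearly all actives have a fitted effect of over 65% in size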
# Target sequence (P07550 whole entry, looked up): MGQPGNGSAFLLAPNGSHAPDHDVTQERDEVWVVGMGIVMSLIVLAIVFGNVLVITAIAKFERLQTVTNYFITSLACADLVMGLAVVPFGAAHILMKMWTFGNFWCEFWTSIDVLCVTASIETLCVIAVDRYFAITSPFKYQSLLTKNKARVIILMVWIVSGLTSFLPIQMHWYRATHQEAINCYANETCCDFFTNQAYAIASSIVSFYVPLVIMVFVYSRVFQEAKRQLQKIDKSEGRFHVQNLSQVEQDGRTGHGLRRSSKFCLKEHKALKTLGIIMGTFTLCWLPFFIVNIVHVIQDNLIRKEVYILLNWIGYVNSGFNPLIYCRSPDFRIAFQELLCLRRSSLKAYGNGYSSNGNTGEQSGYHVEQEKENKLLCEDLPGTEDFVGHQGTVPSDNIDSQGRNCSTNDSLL
# Active calls of the source: *; i = inactive; ? = inconclusive; . = not tested or not shown; [ ] = another dose, or the depositor's remark. Unless noted, the call rests on the fitted dose curve; in most records, active means well fitted curve in the direction sought with a large enough effect; inconclusive means small, poorly fitted or top-dose-only effect, or another doubt; inactive means no such curve, though single readings can be large; an effect the other way counts as inactive or inconclusive.
molecule	FBPA coupling cs	TRPV1 agonist	KCNH2 WT inh	Menin-MLL TR inh	KCNH2 3.1 inh	Giardia killer	PKM2 activator	GALK inhibitor	CXXC DNA block	USP2a block	B2AR arrestin
CCOC(=O)c1sc(N)nc1-c1ccccc1	2	-1	0	-7%	3	11	0%	1%	-3%	-1%	-0.7%
COc1ccc(-c2csc(N(CCCN(C)C)C(=O)c3cc(OC)c(OC)c(OC)c3)n2)cc1	4	-2	4	-2%	-35	4	3%[11.5 µM]	-6%	6%	3%	-0.9%
O=c1c(-c2nnc(SCc3ccc(Cl)cc3)o2)cccn1Cc1ccccc1	-1	1	-10	?	-10	18	10%	-3%	9%	-1%	-0.3%
CC(C(=O)N(C)C)N(C#N)c1nc(N(C)C)nc(N(C)C)n1 (stereo not given)	0	-2	-8	-1%	9	-5	9%	3%	-3%	-1%	-0.1%
CCOC(=O)C(=CNc1ccc(N2CCOCC2)cc1)C(=O)OCC	0	-3	-6	.	-3	6	3%	.	-2%	2%	0.2%
O=c1[nH]cnc2c1sc1nc(-c3ccccc3)c3c(c12)CCCC3	2	1	i	-1%	5	26	2%	.	7%	1%	-0.3%
COc1ccc(Cl)cc1-n1c(=S)sc2c(=O)[nH]c(SCC(=O)NCC3CCCO3)nc21 (stereo not given)	7	-2	5	?	-8	0	5%	-1%	19%	1%	-0.3%
N#Cc1nc(-c2ccc(Cl)cc2)oc1NCCc1ccccn1	3	2	-4	1%	7	5	6%	0%	0%	2%	-0.2%
C/C(=N\OCC(=O)OCC(=O)N(C)c1ccccc1)c1ccc2c(c1)OCO2	.	-5	3	.	-7	0	.	.	.	-1%	0.2%
Cn1cccc1C(=O)N1CCN(S(=O)(=O)c2ccccc2)CC1	.	4	4	.	-3	-12	.	.	.	2%	0.1%
Cc1cc(C)c2[nH]c(=O)c(C(c3nnnn3Cc3ccc4c(c3)OCO4)N3CCC(C)CC3)cc2c1 (stereo not given)	-1	6	6	?	-1	1	1%	-4%	17%	1%	0.0%
Cc1cc(-c2ccc(Cl)cc2)n2nc(C)cc2n1	-1	-3	20	11%	6	8	1%	6%	0%	0%	-0.3%
Cc1cc(NC(=O)CC(C)C)c(=O)n(Cc2ccccc2F)c1	-36*	1	4	-10%	7	8	6%	5%	-5%	2%	-1.1%
CCOc1ccc(CCNC(=O)c2sc3nc4n(c(=O)c3c2C)CCC4)cc1	-1	0	-4	-9%	-1	-12	-1%[0.46 µM]	8%	9%	1%	0.2%
Cn1nnnc1SCC(=O)NC1CCCc2ccccc21 (stereo not given)	0	-4	12	-4%	-34	-6	2%	9%	4%	1%	0.0%
CCOc1ccccc1C(=O)Nc1cc(C)ccc1NC(=O)c1ccco1	.	3	-1	.	-6	-14	0%	-3%	9%	1%	5.3%
CC(C)OC(=O)c1cc(Cl)c(=O)n(Cc2ccc(Cl)cc2Cl)c1	0	10	3	?	-5	14	.	.	4%	0%	-0.9%
O=C(CNS(=O)(=O)c1ccc2ccccc2c1)OCc1csc(-c2ccccc2)n1	-1	-4	-3	10%	-11	6	-18%	-3%	10%	3%	0.2%
O=C(NNC(=O)c1ncc(Cl)c(Cl)c1Cl)c1ccc(F)cc1	.	?	-19	.	7	40[activator]	-1%	5%	-7%	1%	0.3%
COc1ccc2nc(NC(=O)C3CCCN(S(=O)(=O)c4cccs4)C3)sc2c1 (stereo not given)	-1	2	-1	22µM*	-23	-2	0%	-2%	27%	4%	-0.1%
Cc1cc(NC(=O)COC(=O)CCS(=O)(=O)c2cc(Cl)ccc2Cl)no1	1	-1	2	?	-2	-18	3%	1%	11%	0%	0.2%
O=C(Cc1c(F)cccc1Cl)Nc1ccc(S(=O)(=O)Nc2nccs2)cc1	1	1	-16	.	9	-11	.	1%	6%	1%	0.2%
O=C(Nc1nnc(-c2ccco2)o1)c1ccc(S(=O)(=O)N2CCOCC2)cc1	-1	-1	6	0%	-4	-6	6%	-1%	5%	6%	0.0%
Cc1cccc(N/C(N)=N/c2nc(CSc3ccc(Cl)cc3)cc(=O)[nH]2)c1	3	-3	2	.	-12	1	11%	0%	17%	2%	-0.9%
O=C(c1cnc2sccn2c1=O)N1CCCc2ccccc21	0	0	10	-4%	10	14	0%	0%	2%	-1%	-0.1%
CC[C@H]1OC(=O)C[C@@H](O)[C@H](C)[C@@H](O[C@@H]2O[C@H](C)C[C@H](N(C)C)[C@H]2O)[C@@H](CC=O)C[C@@H](C)C(=O)C=C[C@]2(C)O[C@H]2[C@@H]1C	4	-3	.	.	.	.	4%	-3%	-2%	-5%	0.3%
COc1ccc(C)cc1NC(=O)CCNC(=O)Cn1ccc2ccccc2c1=O	-2	-1	-9	8%	6	26	-7%	0%	1%	2%	0.4%
Oc1ccc(Cl)cc1/C=C/c1ccc2cccc(O)c2n1	-11	4	-19	?	-4	-4	-7%	-8%	58%[activator]	1%	?
COc1cc(/C=C2\SC(c3ccccc3)=NC2=O)cc(Cl)c1O	1	4	1	?	3	?	1%	15%	?	-18%	-0.1%
O=C(CCc1ccccc1)Nc1ccc(NC(=O)C2CC2)nc1	1	-9	0	-3%	-6	-17	1%	0%	-7%	1%	0.5%
CNC(=O)CSc1nc(N)c2c3c(sc2n1)CCC3	1	-4	2	117%[activator]	.	-1	5%	0%	-1%	3%	-1.7%
O=C(CSC1=NS(=O)(=O)c2ccccc2N1)Nc1nccs1	.	-2	-2	.	0	8	.	.	.	-1%	0.3%
Cc1ccc(NC(=O)c2csc3c2CCCC3)cc1	-27	?	-17	4%	-3	-5	13%	-2%	2%	-2%	0.2%
Cc1ccc2nc(-c3ccccc3)c(NC(=O)c3ccco3)n2c1	-2	-5	-8	-4%	0	7	8%	-2%	-3%	0%	0.1%
Cc1ccc(S(=O)(=O)c2nc(-c3ccco3)oc2N2CCC(C)CC2)cc1	.	12	0	.	12	-8	0%	-1%	-6%	-2%	0.5%
CCOc1ccccc1Oc1coc2cc(O)ccc2c1=O	9	-1	-17	-5%	16	-28	-11%	0%	-1%	-1%	-0.4%
Nc1ccccc1-c1ccccc1N	1	-4	6	-1%	.	12	-2%	3%	2%	-4%	2.7%
CC(C)(C)NC(=O)C(Cc1ccccc1)N1C(=O)c2ccccc2C1=O (stereo not given)	2	18	-1	2%	0	7	-2%[11.5 µM]	6%	2%	3%	-0.6%
Cc1ccc(S(=O)(=O)NCc2ccncc2)cc1C	-1	-1	2	2%	0	13	0%	-1%	-1%	2%	-1.1%
Cc1ccc(NC(=O)CCSc2nnc(Cc3ccccc3)o2)cc1	2	6	12	-5%	3	0	3%	0%	1%	1%	-0.7%
COC(=O)c1cnc2ccccc2n1	4	3	13	1%	-9	-15	-24%	2%	-2%	-2%	-0.6%
O=C1N=c2ccccc2=C1c1sc(=S)n(NC(=O)c2ccccc2)c1O	1	-1	-1	.	0	7	-10%	.	-29%	0%	-0.6%
Nc1cc(N)nc(SCC(=O)NC(=O)NC2CCCC2)n1	.	-2	11	.	-4	7	.	.	.	-1%	0.1%
COCCNC(=O)Cn1nc(Cc2ccncc2)c2ccccc2c1=O	6	0	20	-21%	2	-7	.	2%	-8%	3%	-0.1%
O=C(CCC(=O)N1CCOc2ccc(Cl)cc21)N1CCN(c2ccccn2)CC1	0	1	8	-2%	0	-2	1%	.	.	1%	-1.6%

# A draw from above in order of SMILES length, smallest number first:
molecule	FBPA coupling cs	TRPV1 agonist	KCNH2 WT inh	Menin-MLL TR inh	KCNH2 3.1 inh	Giardia killer	PKM2 activator	GALK inhibitor	CXXC DNA block	USP2a block	B2AR arrestin
CCOc1ccccc1C(=O)Nc1cc(C)ccc1NC(=O)c1ccco1	.	3	-1	.	-6	-14	0%	-3%	9%	1%	5.3%
O=C(Nc1nnc(-c2ccco2)o1)c1ccc(S(=O)(=O)N2CCOCC2)cc1	-1	-1	6	0%	-4	-6	6%	-1%	5%	6%	0.0%
COc1ccc(-c2csc(N(CCCN(C)C)C(=O)c3cc(OC)c(OC)c(OC)c3)n2)cc1	4	-2	4	-2%	-35	4	3%[11.5 µM]	-6%	6%	3%	-0.9%

# The list is partial. The share of hits here may be higher or lower than overall.
